Growth percent in the NCI-60 one-dose screen (48 h, 10 µM unless noted): 100 = growth as untreated, 0 = no growth, -100 = all killed.
OVCAR-3: OVCAR-3 ovarian cancer | 7% of 79,000 active | AID 1794787
NCI-H460: NCI-H460 lung cancer | 6.8% of 82,000 active
NCI/ADR-RES: NCI/ADR-RES ovarian cells | 4.4% of 81,000 active | AID 1794790
NCI-H322M: NCI-H322M lung cancer | 2.7% of 80,000 active | AID 1794733
NCI-H23: NCI-H23 lung cancer | 4% of 80,000 active | AID 1794731
OVCAR-5: OVCAR-5 ovarian cancer; AID 1794783; 2.9% of 82,000 active
OVCAR-8: OVCAR-8 ovarian cancer; 4.4% of 81,000 active; AID 1794782
NCI-H226: NCI-H226 lung cancer | 3.5% of 79,000 active | AID 1794732
NCI-H522: NCI-H522 lung cancer; 8% of 78,000 active
Starred values were filed as active, the others as inactive; · = no result given; & = joins results of further samples; [ ] = another dose, or the depositor's remark. How the source made its calls: active means growth percent below 10; inactive means the rest.

Sample of the layout (13 entries):
SMILES	OVCAR-3	NCI-H460	NCI/ADR-RES	NCI-H322M	NCI-H23	OVCAR-5	OVCAR-8	NCI-H226	NCI-H522
CN(CC(=O)Nc1nc2ccccc2[nH]1)S(=O)(=O)c1ccc(Cl)cc1	91	45	88	98	126	96	95	82	81
C=NC(C(=O)NC1C(=O)N2C1SC(C)(C)C2C(=O)O)c1ccccc1 (centres undefined)	116	117	112	106	105	105	108	105	102
CC(C)(CO)C(O)C(=O)NCCO (centres undefined)	116	104	106	99	100	110	96	96	93
COc1ccc(NC(=O)Cn2ccc(Nc3ccccc3)cc2=O)cc1	105	111	99	114	105	103	97	107	·
CCCCCCN1C(=O)C2CCC(=O)N2C1N(C)C (centres undefined)	112	111	105	102	98	99	114	106	90
COc1ccc(Nc2ccc(N)cc2)cc1	·	106	98	106	93	103	100	95	95
Cc1nn(-c2ccc(Cl)cc2)c2ncnc(N/N=C/c3cccc(O)c3)c12	37	31	41	50	58	67	47	73	50
COc1cccc(-c2nc3occn3c2-c2ccnc(NCCNS(=O)(=O)c3cccc(F)c3)n2)c1	105	98	105	106	102	131	89	84	81
COc1cc2nc(Nc3ccc(F)cc3)nc(N)c2cc1OC	91	99	88	95	95	99	93	82	92
COc1cc(/C=C2/C(=O)Nc3ccc(Cl)cc32)ccc1O	·	93	90	86	84	100	86	98	80
CCOC(=O)N1CCc2c(sc3c2C(=O)N[C@H](c2ccco2)N3)C1	114	105	108	109	108	113	81	101	80
O=C(Cn1c(/C=C/c2cccc(Br)c2)nc2ccccc2c1=O)Nc1ccccc1	101	74	42	105	92	104	60	118	93
COc1ccc2c(c1)oc1c3[nH]c4ccccc4c3c3c(c21)C(=O)N(O)C3=O	·	5.3*	60	65	32	110	48	80	43

All compounds of this part, from the start:
SMILES	OVCAR-3	NCI-H460	NCI/ADR-RES	NCI-H322M	NCI-H23	OVCAR-5	OVCAR-8	NCI-H226	NCI-H522
CN(CC(=O)Nc1nc2ccccc2[nH]1)S(=O)(=O)c1ccc(Cl)cc1	91	45	88	98	126	96	95	82	81
C=NC(C(=O)NC1C(=O)N2C1SC(C)(C)C2C(=O)O)c1ccccc1 (centres undefined)	116	117	112	106	105	105	108	105	102
CC(C)(CO)C(O)C(=O)NCCO (centres undefined)	116	104	106	99	100	110	96	96	93
COc1ccc(NC(=O)Cn2ccc(Nc3ccccc3)cc2=O)cc1	105	111	99	114	105	103	97	107	·
CCCCCCN1C(=O)C2CCC(=O)N2C1N(C)C (centres undefined)	112	111	105	102	98	99	114	106	90
COc1ccc(Nc2ccc(N)cc2)cc1	·	106	98	106	93	103	100	95	95
Cc1nn(-c2ccc(Cl)cc2)c2ncnc(N/N=C/c3cccc(O)c3)c12	37	31	41	50	58	67	47	73	50
COc1cccc(-c2nc3occn3c2-c2ccnc(NCCNS(=O)(=O)c3cccc(F)c3)n2)c1	105	98	105	106	102	131	89	84	81
COc1cc2nc(Nc3ccc(F)cc3)nc(N)c2cc1OC	91	99	88	95	95	99	93	82	92
COc1cc(/C=C2/C(=O)Nc3ccc(Cl)cc32)ccc1O	·	93	90	86	84	100	86	98	80
CCOC(=O)N1CCc2c(sc3c2C(=O)N[C@H](c2ccco2)N3)C1	114	105	108	109	108	113	81	101	80
O=C(Cn1c(/C=C/c2cccc(Br)c2)nc2ccccc2c1=O)Nc1ccccc1	101	74	42	105	92	104	60	118	93
COc1ccc2c(c1)oc1c3[nH]c4ccccc4c3c3c(c21)C(=O)N(O)C3=O	·	5.3*	60	65	32	110	48	80	43
O=S(=O)(Nc1ccc(Cl)nn1)c1ccc(NC(=S)Nc2ccc(Cl)c(Cl)c2)cc1	109	103	104	113	106	103	100	96	93
COc1ccc(-c2nc3ccccc3[nH]2)cc1	101	94	102	88	102	65	114	96	88
CCCCC(c1ccccc1)N(C)CC(O)c1ccc(Cl)cc1 (centres undefined)	84	80	89	82	81	91	95	99	68
O=C(NCCc1ccc(O)c(O)c1)c1sccc1Nc1ccnc(C(F)(F)F)c1	107	104	92	92	86	107	·	·	85
Cc1ccc(NC(=O)N[C@@H](Cc2cc(F)cc(F)c2)C(=O)N[C@@H]2C(=O)N3CCC[C@H]3C(=O)N3CCOC[C@H]3C(=O)N[C@@H](C)C(=O)N3C[C@H](C)C[C@H]3C(=O)O[C@H]2C)cc1	19	26	91	62	34	38	20	30	38
CC(=O)C1=C(C)NC(NNC(=O)Nc2ccc(Cl)cc2)=NC1c1ccc(Cl)cc1 (centres undefined)	131	114	104	100	103	108	102	100	98
O=c1c2cc(F)ccc2oc2c(NCCNCCO)nc3ccccc3c12	55	13	49	36	53	61	34	·	40
O=C(O)/C=C/c1ccccc1Cl	107	94&105	101&99	91&99	100&97	104&91	104&102	94&95	94&104
C/C(=C(/Cl)C(=O)Nc1ccccc1C(=O)O)c1ccc(Cl)cc1	80	97	99	97	93	106	96	86	92
N/N=C(\N)NC(=O)c1ccccc1	112	106	104	103	104	99	99	104	99
Cc1ccc(-c2nn(-c3ccccc3)cc2/C=C/c2nnc(-c3ccc(Cl)cc3Cl)o2)cc1	106	82	86	99	82	103	90	94	82
O=C1c2ccc3c4c(ccc(c24)C(=O)N1CCCN=C=S)C(=O)N(CCCN=C=S)C3=O	108	108	110	101	106	116	110	108	94

More structures follow:
SMILES	OVCAR-3	NCI-H460	NCI/ADR-RES	NCI-H322M	NCI-H23	OVCAR-5	OVCAR-8	NCI-H226	NCI-H522
O=C(/C=C1\C=CN(CCCCF)c2ccccc21)n1ccc2ccccc21	126	113	108	93	99	99	106	92	95
CCOC(=O)C1(c2ccccc2)SC(C(=O)OCC)(c2ccccc2)S1 (centres undefined)	105	103	108	109	110	104	112	107	106
CN1CCCN(C(=S)S)CC1	97	90	102	114	95	101	109	90	56
Cn1cc(C2=C(c3cn(C)c4ccccc34)C(=O)OC2)c2ccccc21	94	90	97	89	87	80	95	·	·
Cc1cc(Nc2ncnc3ccc(NC4=NC(C)(C)CO4)cc23)ccc1Oc1ccn2ncnc2c1	47	27	63	5.3*	36	14	37	47	6.4*
C=CCn1c(SCC(=O)Nc2cccc(C(=O)/C=C/c3cccc([N+](=O)[O-])c3)c2)nc2ccccc2c1=O	·	93	96	95	89	92	94	84	89
CC1=C(C(=O)OCC2CCN(C(=O)OC(C)(C)C)CC2)[C@@H](c2cccc(C#N)c2)C2=C(CC(C)(C)CC2=O)N1	52	8.6*	45	57	53	70	37	·	30
COC(=O)c1cc(-c2ccc(OC)cc2)[nH]c1NNC(C)=O	113	118	123	106	101	98	103	158	17
N/C(=N\N=C\c1ccc2c(c1)OCO2)N/N=C\c1ccc2c(c1)OCO2	101&126	69&104	83&101	101&108	89&109	97&122	95&102	108&106	108&119
CCCCCCc1cc(C(=O)NN)c2ccccc2n1	113	106	111	109	105	100	102	101	102
CN(C)S(=O)(=O)Nc1cccc(Br)c1	111	100	100	113	88	93	117	100	102
O=C(O)c1ccccc1C(=O)c1ccccc1	97	107	103	109	101	108	96	100	124
CN(C)Cc1ccc(O)c(CN(C)C)c1	107	98	107	113	107	99	109	114	100
COc1cc2occ(-c3cc(OC)c4c(c3)OCO4)c(=O)c2cc1OC	87	94	58	99	92	104	94	95	67
COc1cc2c3c(n(CCCNCC4CC4)c(=O)c2cc1OC)-c1cc2c(cc1C3=O)OCO2	·	-59*	-14*	67	-53*	-67*	-60*	62	-66*
COc1ccc(-c2cc(-c3ccc(Nc4nc(Nc5ccccc5)nc(Nc5ccc(Cl)cc5)n4)cc3)nc(N)n2)cc1	53	62	69	83	57	66	79	81	76
O=C(O)c1ccc(NCCCCN2C(=O)COc3ccccc3C2=O)cc1	103	106	96	100	102	103	94	97	61
COc1cc2c(c(OC)c1OC)C(=O)CC(c1cccc(C(=O)Nc3ccccc3Br)c1)O2 (centres undefined)	98	110	89	98	102	96	92	86	70
COC(=O)[C@@H](CC(C)C)N1CC=CCN(OCc2ccccc2)S1(=O)=O	110	112	108	107	104	94	92	·	81
Nc1[nH]nc(Nc2cccc(Cl)c2Cl)c1C(=O)c1cccs1	86	84	80	83	75	115	83	67	72
O=C(Nc1nc(-c2ccccc2)nc2c1sc(=S)n2-c1ccccc1)C(F)(F)F	105	99	96	·	90	105	87	90	87
N#CC1=C(n2cccc2)NC2c3ccccc3Sc3ccccc3N2C1=N (centres undefined)	102	·	93	110	95	108	102	·	99
COc1cc(/C(C)=N/NC(=O)CSc2nc3ccccc3c(=O)n2Cc2ccc(S(N)(=O)=O)cc2)cc(OC)c1OC	115	101	100	96	103	95	93	101	102
NC(=O)Nc1ccc(S(=O)(=O)c2ccc(N)cc2)cc1	111	·	110	126	112	106	106	105	110
NC(=O)c1cnc2ccc(C(=O)/C=C/c3ccc(Cl)cc3)cc2c1Nc1ccc(Cl)cc1	119	98	94	106	89	99	106	94	99

Remaining list, next part
SMILES	OVCAR-3	NCI-H460	NCI/ADR-RES	NCI-H322M	NCI-H23	OVCAR-5	OVCAR-8	NCI-H226	NCI-H522
COc1ccc(-c2c3c(C)nn(-c4ccccc4)c3nc3nc(C)[nH]c(=O)c23)cc1	102	96	97	97	109	104	94	94	·
CC(C)OC(=O)c1ccc2[nH]c(O)c(C(=Nc3ccc(N(C)C(=O)CN4CCN(C)CC4)cc3)c3ccccc3)c2c1	-76*	-58*	38	-6.6*	-60*	-36*	-37*	20	-61*
C[n+]1c2ccccc2c(NC2CCNCC2)c2[nH]c3ccccc3c21	-2.0*	0.0*	96	-38*	3.7*	36	15	6.6*	-73*
O=C(CC1(O)C(=O)Nc2ccccc21)c1cccnc1 (centres undefined)	104	101	101	102	94	102	102	103	89
CCc1c(N)nc(N)nc1Nc1ccccc1C	123	112	107	104	92	101	105	94	96
CC(=O)N1N=C(c2ccc(F)cc2)CC1c1ccc2c(c1)OCO2 (centres undefined)	125	108	112	101	96	101	101	100	103
CCn1cnc(C[C@H](NC(=O)[C@@H](NC(=O)Nc2cc(C(F)(F)F)cc(C(F)(F)F)c2)C(C)(C)C)C(=O)OC)c1	-97*[100 µM]	-57*[100 µM]	7.3*[100 µM]	-96*[100 µM]	-84*[100 µM]	-93*[100 µM]	-80*[100 µM]	-49*[100 µM]	·
O=C1CSC(c2ccccc2O)N1c1nnc(Cn2nnc3ccccc32)o1 (centres undefined)	93	98	85	99	81	96	95	85	·
C[n+]1ccncc1	105	100	102	97	103	90	107	99	113
CCCCOc1ccc(NC(=O)c2sc3nc(C)ccc3c2N)cc1	16	7.4*	-39*	40	-69*	20	5.4*	10	17
CCOC(=O)C(NC(C)=O)C(C)=O (centres undefined)	102	107	102	89	102	101	107	97	97
COc1ccc(/C=N/NC(=O)c2cnc3nc[nH]n3c2=O)cc1	101	105	101	102	98	111	97	97	90
Cc1ccccc1NC(=O)N=Nc1c(O)[nH]c2ccccc12	106	103	101	102	93	108	103	98	84
COc1ccc(/C=C2\CCCC3=C2NC(C)=NC3c2ccc(OC)cc2)cc1 (centres undefined)	108	104	90	109	91	108	93	105	94
CCOC(=O)/C(C#N)=C\N1CCN(C(=O)CCCl)c2ccccc21	114	112	107	123	101	107	100	97	·
COc1ccc(CNc2nc3ccc(OC/C(=C\F)CN)cc3o2)cn1	112	97	110	109	94	113	104	90	·
CCOC(=O)c1ccc(N2C(=O)c3ccc(C(=O)O)cc3C2=O)cc1	108	104	98	99	101	110	98	92	93
COc1ccc2c(c1)O/C(=C\c1ccc([N+](=O)[O-])s1)C2=O	-31*	2.8*	55	30	6.0*	61	0.8*	70	-73*
O=C1c2ccccc2C23C(=C(Br)c4cc(Br)ccc42)CCCN13 (centres undefined)	53	95	68	97	85	93	99	90	73
CCOC(=O)C1=C(C)N=C2Sc3cc(OC)ccc3N2C1c1ccccn1 (centres undefined)	116	106	98	97	96	94	93	83	75
C=CC[C@@H]1C(=O)[C@@H]2C[C@@H](O)[C@@H](O)C[C@]2(C)[C@H]2CC[C@@]3(C)C(=C12)CC[C@@H]3[C@@](C)(O)[C@H](O)CCC(C)(C)O	103	102	107	99	103	103	96	107	86
COc1ccc2[nH]c(=O)c(/C=C/C(=O)c3ccc(Nc4nccc(-c5ccc6ccccc6c5)n4)cc3)cc2c1	105	102	99	98	104	104	100	97	99
CN(C)Cc1cccc(-c2ccccc2)c1O	116	110	102	126	97	101	108	101	98
CCN(CC)CCNc1ccccc1Cl	109	107	98	91	102	114	100	107	80
COc1cc2c(cc1O)CCN1C[C@@H](CC(C)C)[C@H](O)C[C@H]21	117	112	102	112	117	103	105	98	107

Additional structures.
SMILES	OVCAR-3	NCI-H460	NCI/ADR-RES	NCI-H322M	NCI-H23	OVCAR-5	OVCAR-8	NCI-H226	NCI-H522
c1ccc(Cn2nc3c(c2-c2ccccc2)-c2oncc2CC3)cc1	106	102	84	113	88	107	87	103	76
N=C1NC(=O)C(Cn2cnc3ccccc32)S1 (centres undefined)	111	107	102	93	102	103	104	100	95
Nc1nc(N)c(-c2ccc(Cl)cc2)c(CBr)n1	105	102	100	·	106	109	101	·	33
Cc1c(O)c(=O)n(-c2ccccc2)n1C	108	118	105	108	101	87	109	100	110
COC(=O)C(C#N)C(C#N)c1cc(OC)c(OC)cc1[N+](=O)[O-] (centres undefined)	103	101	109	99	99	104	101	97	106
Cc1c(C)c(CO)c(C)c(C)c1CO	113	105	109	90	111	100	107	89	·
CCCCC1CC(=O)NC1(C(=O)OCC)C(=O)OCC (centres undefined)	109	122	101	103	110	97	118	95	99
Clc1cc(Cl)cc(N2N=C(c3ccc4c(c3)OCO4)CC2c2cccc(Nc3ccnc4cc(Cl)ccc34)c2)c1 (centres undefined)	100	101	95	99	100	101	101	100	·
Nc1ncc(-c2ccc(NS(=O)(=O)c3cc(Cl)c(F)cc3F)cc2)[nH]1	·	106	103	92	101	101	102	94	88
CC(=O)Nc1ccc(/C=C2\SC(=S)N(/C=C(/C#N)S(=O)(=O)c3ccc(C)cc3)C2=O)cc1	107	100	102	96	100	109	99	92	81
